Screening results: PubChem, National Center for Advancing Translational Sciences (NCATS)
KAT2A inh = inhibitors of human GCN5L2 histone acetyltransferase; Q92830; GCN5L2 HAT assay, ThioGlo1 CoA-SH fluorescence; Potency, µM (series often up to 58.9 µM), for the others: top-dose activity change, negative = inhibition, usual class: inhibitors; 390,000 tested, 0.21% active; AID 504327
Target sequence (Q92830 whole entry, looked up): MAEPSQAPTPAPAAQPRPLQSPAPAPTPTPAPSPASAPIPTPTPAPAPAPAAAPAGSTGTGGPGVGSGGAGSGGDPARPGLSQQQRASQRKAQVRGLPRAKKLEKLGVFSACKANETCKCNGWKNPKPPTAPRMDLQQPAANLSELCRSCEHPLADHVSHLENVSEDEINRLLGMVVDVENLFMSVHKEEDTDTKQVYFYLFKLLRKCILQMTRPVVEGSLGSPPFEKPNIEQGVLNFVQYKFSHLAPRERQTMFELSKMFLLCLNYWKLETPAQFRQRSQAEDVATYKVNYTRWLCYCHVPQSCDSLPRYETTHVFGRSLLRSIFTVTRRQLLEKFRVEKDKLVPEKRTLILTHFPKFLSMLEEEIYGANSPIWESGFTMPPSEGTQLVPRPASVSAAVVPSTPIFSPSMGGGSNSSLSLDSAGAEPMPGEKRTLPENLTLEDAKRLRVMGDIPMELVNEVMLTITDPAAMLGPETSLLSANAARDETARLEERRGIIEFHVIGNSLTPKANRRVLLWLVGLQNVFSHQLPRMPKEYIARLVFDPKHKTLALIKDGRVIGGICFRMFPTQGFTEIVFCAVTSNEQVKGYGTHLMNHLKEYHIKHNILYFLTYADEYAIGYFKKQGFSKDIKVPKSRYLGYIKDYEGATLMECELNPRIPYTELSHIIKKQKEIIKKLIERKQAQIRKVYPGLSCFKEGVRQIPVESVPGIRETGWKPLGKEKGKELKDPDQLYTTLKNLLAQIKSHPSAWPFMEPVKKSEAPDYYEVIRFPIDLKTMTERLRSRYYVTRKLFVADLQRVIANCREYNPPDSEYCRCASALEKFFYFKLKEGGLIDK
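Enzyme at 20nM final was mixed with library compounds for 15 min at room temperature. Peptide H3(1-25) at 75uM, acetyl-CoA at 70uM and ThioGlo1 at 50uM were then added. Plates were read immediately and after 20 min (Ex340nm/Em540nm).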
DT40 TDP1 CPT = growth inhibition of DT40 Tdp1-/-;hTDP1 cells with camptothecin (screen for TDP1 inhibitors). chicken DT40 Tdp1-/-;hTDP1 cells + 20 nM CPT, ATP luminescence, 48 h. Potency, µM (titrated, usually from 46.2 µM), for the others: at the top dose activity change, negative = growth inhibition, hits mostly inhibitors. 420,000 tested, 12% active. AID 686979; note: nearly all actives have a fitted effect of over 55% in size
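Cell growth measured by CellTiter-Glo luminescence after a minimum 48 h, 37 C compound exposure with 20 nM CPT in Tdp1-knockout DT40 cells stably expressing hTDP1, seeded 400/well; qHTS titration format.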
FEN1 inhibitor = blocks human flap endonuclease 1; AID 588795; P39748; Potency, µM (top dose mostly 114 µM), inactives show at the top dose activity change, negative = inhibition, most hits filed as inhibitors; 390,000 tested, 0.35% active; Recombinant FEN1 flap cleavage, fluorescence, 15 min; note: nearly all actives have a fitted effect of over 65% in size
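Steps: FEN1 (10 nM) dispensed; compound added by pin tool; 15 min at room temperature; substrate added to 50 nM final; reads at 0 min and 15 min; data normalized and fitted (four-parameter Hill).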
Starred values were filed as active, the others as inactive; ? = inconclusive; / = not tested or not shown; & = joins results of further samples. Calls come from the whole dose curve; as a rule, active = well fitted curve in the direction sought with a large enough effect; inconclusive = small, poorly fitted or top-dose-only effect, or another doubt; inactive = no such curve, though single readings can be large; an effect the other way counts as inactive or inconclusive. % is set by controls: 0 for no effect and ±100 for the full control effect; potency is the fitted concentration of half-maximal effect.

SMILES	FEN1 inhibitor	KAT2A inh	DT40 TDP1 CPT
CC(C)(C)C1CCC(OC(=O)C[N+]2(C)CCCCC2)CC1 (stereo unspecified)	-6%	-8%	?
O=C(c1ccccc1[N+](=O)[O-])N1N=C(c2ccccc2)CC1(O)C(F)(F)F (stereo unspecified)	-7%	-2%	5%
CN(C(=O)COC(=O)/C=C/c1cccs1)c1c(N)n(Cc2ccccc2)c(=O)[nH]c1=O	6%	0%	12%
COc1ccc(C(=O)NNC(=O)c2cc3cc([N+](=O)[O-])ccc3oc2=O)cc1OC	9%	0%	-6%
CN(CC(=O)Nc1ccccc1Cl)CC(=O)Nc1ccccc1[N+](=O)[O-]	3%	1%	?
O=C(NC1CCCC1)c1ccc(CS(=O)(=O)c2cccc(C(F)(F)F)c2)o1	22%	-7%	-21%
C/C(=N\NC(=O)c1nn(C)cc1Br)c1cccc(NC(=O)c2ccncc2)c1	-2%	-3%	-3%
Cn1cc(CNC(=O)C23CC4CC(CC(C4)C2)C3)cn1	2%	-5%	-5%
O=[N+]([O-])c1ccc(N2CCCCC2)nc1	-11%	-23%	6%
CCCNC(=O)c1ccc2c(c1)ncn2-c1ccccc1OC	7%	?	3%
Cc1cc(=O)n2[nH]c(COc3ccccc3)nc2n1	9%	-20%	6%
CCC(C(=O)c1ccccc1)P(=O)(NN)c1ccccc1 (stereo unspecified)	4%	1%	-5%
O=C(Nc1ncccc1O)c1ccc2ccccc2c1	-4%	-18%	-14%
COCCCNc1nc(N)c([N+](=O)[O-])c(NCC2CCCO2)n1 (stereo unspecified)	-1%	-9%	-4%
COc1cc(C(=O)N/N=C/c2ccc(OC(=O)c3cccc(C)c3)c(OC)c2)ccc1O	1%	4%	?
CC(NCc1ccc(S(N)(=O)=O)cc1)C(=O)Nc1cc([N+](=O)[O-])ccc1Cl (stereo unspecified)	-1%	-3%	17%
Cc1cccc(CC(=O)OCn2nnc3ccccc3c2=O)c1	-1%	-2%	?
CCc1cc2c(=O)c(-c3nc4ccccc4n3C)c(C)oc2cc1OC(C)=O	10%	3%	?
Cc1ccccc1-c1nc(CN2CCC(C(=O)NCCCN3CCCC(C)C3)CC2)c(C)o1 (stereo unspecified)	-6%	-1%	?
COC(=O)c1ccc(NC(=O)CN2CCN(c3cccc(Cl)c3)CC2)cc1	-21%	-3%	-24%

Sorted by molecular weight (falling): seven of the compounds above.
SMILES	FEN1 inhibitor	KAT2A inh	DT40 TDP1 CPT
CC(NCc1ccc(S(N)(=O)=O)cc1)C(=O)Nc1cc([N+](=O)[O-])ccc1Cl (stereo unspecified)	-1%	-3%	17%
CCc1cc2c(=O)c(-c3nc4ccccc4n3C)c(C)oc2cc1OC(C)=O	10%	3%	?
COCCCNc1nc(N)c([N+](=O)[O-])c(NCC2CCCO2)n1 (stereo unspecified)	-1%	-9%	-4%
Cc1cccc(CC(=O)OCn2nnc3ccccc3c2=O)c1	-1%	-2%	?
CCC(C(=O)c1ccccc1)P(=O)(NN)c1ccccc1 (stereo unspecified)	4%	1%	-5%
O=C(Nc1ncccc1O)c1ccc2ccccc2c1	-4%	-18%	-14%
Cc1cc(=O)n2[nH]c(COc3ccccc3)nc2n1	9%	-20%	6%

(cont.)
SMILES	FEN1 inhibitor	KAT2A inh	DT40 TDP1 CPT
Cc1ccc(C(=O)Nc2ccncc2)c(Cl)c1	-2%	-1%	?
CCC(C)(C)NC(=O)CN(Cc1ccc2c(c1)OCO2)C(=O)CCC(=O)Nc1nccs1	-13%	-4%	-4%
CCc1ccccc1NC(=O)/C(C#N)=C\c1ccc(Sc2ccccc2)o1	-2%	?	-3%
O=C(CN1C(=O)CNC1=O)Nc1cccc(C(F)(F)F)c1	-7%	-8%	-18%
Cc1cc(Br)ccc1NC(=O)CCS(=O)(=O)c1cccc2nonc12	12%&-1%	-6%&-2%	-21%&-11%
CC1CCN(C(=O)c2cc(-c3ccc(Cl)c(Cl)c3)on2)CC1	0%	0%	?
CC(=O)NC(CC(=O)OC(C)C(=O)Nc1ncc(Cl)cc1Cl)c1ccccc1 (stereo unspecified)	-3%	1%	19%
Cc1ccccc1CS(=O)(=O)Cc1ccc(C(=O)NCc2ccc(F)cc2)o1	17%	-27%	?
O=C(Nc1nnc(-c2ccccc2)s1)C1CCCN(C(=O)c2ccoc2)C1 (stereo unspecified)	-5%	/	?
Cc1ccc(/C(N)=N/OC(=O)Cc2ccccc2)cc1	-15%	-5%	9%

A portion from further up, as a working copy:
SMILES	FEN1 inhibitor	KAT2A inh	DT40 TDP1 CPT
Cc1cc(Br)ccc1NC(=O)CCS(=O)(=O)c1cccc2nonc12	12%&-1%	-6%&-2%	-21%&-11%
CC1CCN(C(=O)c2cc(-c3ccc(Cl)c(Cl)c3)on2)CC1	0%	0%	?
CC(=O)NC(CC(=O)OC(C)C(=O)Nc1ncc(Cl)cc1Cl)c1ccccc1 (stereo unspecified)	-3%	1%	19%
Cc1ccccc1CS(=O)(=O)Cc1ccc(C(=O)NCc2ccc(F)cc2)o1	17%	-27%	?
O=C(Nc1nnc(-c2ccccc2)s1)C1CCCN(C(=O)c2ccoc2)C1 (stereo unspecified)	-5%	/	?
Cc1ccc(/C(N)=N/OC(=O)Cc2ccccc2)cc1	-15%	-5%	9%

The listing continues.
SMILES	FEN1 inhibitor	KAT2A inh	DT40 TDP1 CPT
Cn1cccc2[nH]c(=O)nc1-2	-13%	-4%	-17%
CC(C)Cn1c(=O)c2c(nc3n2CC(C)CN3Cc2ccccc2)n(C)c1=O (stereo unspecified)	24%	-6%	-21%
c1ccc(CN(Cc2cccs2)C(c2cccs2)c2nnnn2C2CCCC2)cc1 (stereo unspecified)	-3%	-1%	?
COc1cc(S(=O)(=O)NCC2(N3CCCCC3)CCCCC2)ccc1NC(C)=O	-2%	-3%	-2%
Cc1cccc(-c2nc(Nc3cccc(O)c3)c3ccccc3n2)c1	-33%	-2%	?
CCCCCC(=O)Nc1ccc(N2CCN(C(=O)CCC)CC2)cc1	-1%	-6%	-23%
NC(=O)c1ccccc1NC(=O)Nc1cccc(Cl)c1Cl	4%	-9%	5.8µM*
O=C(O)c1ccc(NS(=O)(=O)Cc2ccc(Cl)c(Cl)c2)cc1	9%	/	-6%
O=C(/C=C/c1ccc(Cl)cc1)N1CCN(CCN2C(=O)c3cccc4cccc(c34)C2=O)CC1	-14%	/	-16%
Fc1ccc(-n2ncc3c(NCCCn4ccnc4)ncnc32)cc1	-7%	-1%	?
CCCC(=O)N1CC(=O)Nc2ccc(Cl)cc2C1c1ccc(F)cc1 (stereo unspecified)	-7%	1%	?
CCN(CC)c1ccc(NC(=O)c2cc(C)nc3c2c(C)nn3-c2cccc(F)c2)c(C)c1	0%	-8%	?
COc1ccc(OCC(=O)N2CCN(S(=O)(=O)c3ccccc3[N+](=O)[O-])CC2)cc1	7%	-13%	-5%
Oc1ccccc1/C=N/n1c(COc2ccccc2)n[nH]c1=S	0%	-17%	-3%
COc1ccc2cc(-c3cccnc3)ncc2c1	-5%	-27%	?
COC(=O)C(=C/C=C/c1ccco1)C(=O)OC	-2%	-12%	-21%
O=C(NNC(=O)C1CC1c1ccccc1)c1ccccc1[N+](=O)[O-] (stereo unspecified)	6%	-1%	-26%
CCOC(=O)C1CCN(C2=C(NS(=O)(=O)c3ccc(Br)cc3)C(=O)c3ccccc3C2=O)CC1	?	-6%	?
COc1ccc(C)cc1-n1nnnc1SCc1nc2ccccc2s1	-3%	-14%	?
O=C(Nc1ccc(C(=O)N2CCN(c3ccccc3)CC2)cc1)c1nsc2ccccc12	6%	-13%	?
Cn1c(C(=O)O)c(CC(=O)NCc2cccnc2)c2ccccc21	0%	-3%	-1%
Cc1ccc2c(cnn2C(=O)CCC(=O)NCc2ccccc2Cl)c1	-15%	-4%	0%
O=C(COc1ccc2c3c(c(=O)oc2c1)CCCC3)NC(Cc1ccc(Cl)cc1)C(=O)O (stereo unspecified)	-2%	-2%	-8%
COc1cccc(OC)c1C(=O)NNC(=O)c1cccnc1	9%	3%	1%
Cc1ccc(-c2nc3ncccc3o2)cc1NC(=O)c1cccnc1	0%	-13%	1%
CC(NC(=O)CN1CCN(C(=O)c2cccs2)CC1)c1ccc(F)cc1F (stereo unspecified)	20%	-6%	18%
COc1ccc(C2c3[nH]c4ccc(OC)cc4c3CCN2C(=O)Nc2ccccc2)cc1 (stereo unspecified)	7%	-20%	23µM*
C=C(C)Cn1c(SCC(=O)c2ccccc2)nc2sc3c(c2c1=O)CCCC3	14%	12%	-2%
O=C1CC(Nc2ccc3ccccc3c2)C(=O)N1Cc1ccccc1 (stereo unspecified)	-13%	-6%	-21%
Cc1c(C(=O)N(C)CCC#N)oc2ccc(S(=O)(=O)N3CCOCC3)cc12	-2%	1%	-3%

Given with two lines to a compound: 3 of the compounds above
Every second line gives: FEN1 inhibitor	KAT2A inh	DT40 TDP1 CPT
COc1cccc(OC)c1C(=O)NNC(=O)c1cccnc1
    9%	3%	1%
COc1ccc(C)cc1-n1nnnc1SCc1nc2ccccc2s1
    -3%	-14%	?
COCCCNc1nc(N)c([N+](=O)[O-])c(NCC2CCCO2)n1 (stereo unspecified)
    -1%	-9%	-4%

(continued)
SMILES	FEN1 inhibitor	KAT2A inh	DT40 TDP1 CPT
C=CC(=O)Nc1cccc(Oc2cc(Cl)nc3[nH]ccc23)c1	3%	3%	16µM*
CCOc1ccc(C(=O)NC2CCN(CC(=O)NCc3ccccc3)CC2)cc1	1%	-3%	-10%
Cc1ccc(S(=O)(=O)N(CC(=O)N2CCN(c3ccc(F)cc3)CC2)C2CCCCC2)cc1	-18%	-12%	?
CN(C)C(=O)CSc1nnc(Cc2ccccc2)n1CC1CCCO1 (stereo unspecified)	23%	-3%	0%
COc1ccc(/C=C/c2c(-c3cccc(C)c3)oc3ccc(-c4ccc5c(c4)OCO5)cc23)cc1	20%	1%	-16%
CC(=O)N(Cc1cccnc1)c1nc2ccc(F)cc2s1	-5%	-6%	-9%
CSc1cccc(NC(=O)c2cc(S(=O)(=O)N3CCCCC3)c[nH]2)c1	2%	-1%	-8%
Cc1ccc2[nH]c(=O)c(C(c3nnnn3CC3CCCO3)N3CCOCC3)cc2c1 (stereo unspecified)	-11%	3%	6%
O=C(Nc1ccc(OCC(=O)N2CCOCC2)cc1)Nc1cccc(Cl)c1	-12%	-1%	-13%
CCOC(=O)CSc1nnc(N)s1	-6%	5%	13%
CC1CCN(S(=O)(=O)c2ccc3c4c2CC(=O)N4CC(C)S3)CC1 (stereo unspecified)	-23%	-7%	?
Cc1ccc(S(=O)(=O)Nc2cccc(C(=O)NCC(c3ccco3)N3CCCCC3)c2)cc1F (stereo unspecified)	4%	-1%	?
CCOC(=O)c1c(NC(=O)c2ccc(-n3cnnn3)cc2)sc2c1CCCC2	-8%	-7%	12µM*
O=[N+]([O-])c1ccccc1Nc1cccnc1	-8%	-2%	-21%
Cc1ccc(C(C)C)c(OCCSc2nc3ccccc3n2CC(=O)O)c1	-3%	-1%	-7%
Nc1nonc1-n1nnc(C(=O)N/N=C/c2ccccc2)c1CSc1ccc(Cl)cc1	8%	-5%	?
CN(C)/C=C1/Oc2c(ccc3ccccc23)C1=O	-17%	-12%	11%
Cc1nnsc1C(=O)N1CCC(CO)(Cc2ccccc2Cl)CC1	-4%	-4%	?

Only part of the results is shown. The share of hits here may be higher or lower than overall.
